# Compound activity (PubChem)
# mIAP block – blocks mouse intestinal alkaline phosphatase; purified mouse IAP, CDP-Star luminescence, 30 min; inhibition, % at 10 µM; 330,000 tested, 0.2% active; AID 2806;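 active = inhibition of at least 40% at 10 µM in the primary screen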;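 also: plate controls were DMSO with enzyme for no effect and no enzyme wells for full effect; values of inactives mirror those of a sister screen read the other way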
# Apaf-1 inh – inhibitors of human Apaf-1 apoptosome; O14727; reconstituted apoptosome caspase-3 activity, DEVD-Rh110 fluorescence; inhibition, % at 20 µM; 330,000 tested, 0.71% active; active = inhibition of at least 40% at 20 µM;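 also: plate controls were DMSO wells for no effect and DEVD-CHO caspase inhibitor wells for full effect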
#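 Material: biochemical Apaf-1 apoptosome reconstitution. Medium: Hepes buffer, pH 7.5. Also added: cytochrome c activation, bis-DEVD rhodamine 110 substrate. Timing: 30 min compound preincubation, 50 min activation, room temperature. Measured by: rhodamine 110 fluorescence at Ex 480/Em 540 nm.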
# mIAP act – increases mouse intestinal alkaline phosphatase activity; AID 2805; muIAP, CDP-Star luminescence, 30 min; hits give high values; 1 = vehicle-only enzyme signal, 0 = enzyme-free wells; 330,000 tested, 0.24% active; activation factor at 10 µM;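 active = activation factor of at least 2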; also: the source names both 10 and 20 µM as test concentration; values of inactives mirror those of a sister screen read the other way
#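 also added = chemiluminescent substrate CDP-Star | test system = mouse IAP enzyme | signal = chemiluminescence readout | compound = DMSO-dissolved test compounds | incubation = 30 min at room temperature | benchmarks = DMSO wells, no-enzyme wells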
# NALP3 yeast inh – inhibitors of NALP3 inflammasome in yeast; Yeast reconstituted NLRP3/ASC/caspase-1, beta-gal luminescence, 24 h; inhibition, % at 10 µM; 330,000 tested, 0.39% active;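 active = inhibition of 50% or more; inactive = inhibition below 50%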;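 also: plate controls were induced DMSO wells for no effect and uninduced yeast grown without galactose for full effect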
# tim10-1 inh – growth inhibitors of tim10-1 mutant yeast. inhibition, % at 20 µM. AID 463190. S. cerevisiae tim10-1 ts strain growth, BacTiter-Glo, 24 h. 330,000 tested, 2.2% active;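 active = inhibition of at least 40%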;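 also: mutant grown at 25 °C; 0% = DMSO wells with yeast and 100% = wells holding no yeast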
# hIAP activ – increases human intestinal alkaline phosphatase activity | P09923 | purified human IAP, CDP-Star luminescence, 30 min; hits give high values; 1 = vehicle-only enzyme, 0 = enzyme-free background | activation factor at 10 µM | 330,000 tested, 0.16% active | AID 2524;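 active = activation factor of the enzyme at least 2-fold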; also: the source names both 10 and 20 µM as test concentration; values of inactives mirror those of a sister screen read the other way
# Target sequence (P09923 whole entry, looked up): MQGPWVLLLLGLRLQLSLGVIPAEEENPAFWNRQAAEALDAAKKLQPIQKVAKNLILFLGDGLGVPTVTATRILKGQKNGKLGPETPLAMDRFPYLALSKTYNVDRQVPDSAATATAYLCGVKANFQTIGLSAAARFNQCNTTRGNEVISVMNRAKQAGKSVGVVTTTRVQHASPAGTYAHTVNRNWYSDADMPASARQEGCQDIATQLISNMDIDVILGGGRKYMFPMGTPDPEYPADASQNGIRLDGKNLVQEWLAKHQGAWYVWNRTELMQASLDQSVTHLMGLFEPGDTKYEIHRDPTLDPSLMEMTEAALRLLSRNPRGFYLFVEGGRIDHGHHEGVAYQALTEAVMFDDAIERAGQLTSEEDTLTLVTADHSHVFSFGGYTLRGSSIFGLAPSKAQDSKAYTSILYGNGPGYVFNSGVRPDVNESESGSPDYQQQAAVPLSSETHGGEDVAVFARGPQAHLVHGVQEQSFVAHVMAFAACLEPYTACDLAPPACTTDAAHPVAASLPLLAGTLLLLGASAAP
# ATG4B inhibitor – blocks human ATG4B protease cleavage of LC3 substrate | ATG4B cleavage of LC3-PLA2, NBD-HPC fluorescence, 1 h | inhibition, % at 8.33 µM | AID 504462 | Q9Y4P1 | 340,000 tested, 0.51% active; in the data active = inhibition above about 40%
# Target sequence (Q9Y4P1 whole entry, looked up): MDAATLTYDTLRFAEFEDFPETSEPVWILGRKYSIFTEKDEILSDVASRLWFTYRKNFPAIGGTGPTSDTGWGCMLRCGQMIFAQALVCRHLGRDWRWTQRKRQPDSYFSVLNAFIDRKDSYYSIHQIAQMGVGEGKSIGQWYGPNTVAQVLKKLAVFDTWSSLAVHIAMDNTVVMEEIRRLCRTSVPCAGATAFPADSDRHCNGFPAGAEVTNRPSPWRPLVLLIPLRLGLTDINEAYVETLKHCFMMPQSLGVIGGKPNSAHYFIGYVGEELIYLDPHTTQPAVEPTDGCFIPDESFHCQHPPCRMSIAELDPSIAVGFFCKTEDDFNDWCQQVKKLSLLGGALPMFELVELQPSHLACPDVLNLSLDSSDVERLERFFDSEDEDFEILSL
# TIM10 inh – growth inhibitors of TIM10 yeast strain | inhibition, % at 10 µM | AID 463195 | 330,000 tested, 1.4% active | S. cerevisiae TIM10 strain growth, BacTiter-Glo luminescence, 24 h;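 active = inhibition of 40% or more at the single tested concentration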;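 also: wild-type TIM10 isogenic control strain grown at permissive 25 °C; 0% = DMSO yeast wells and 100% = minimal medium wells without yeast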
# hIAP inh – human IAP inhibition. purified IAP, CDP-Star luminescence, 30 min. inhibition, % at 10 µM. 330,000 tested, 0.12% active. P09923;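 active = inhibition reaching a set limit with compound at 10 µM in the primary screen, cut at about 35% in these data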;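 also: plate controls were DMSO wells with enzyme for no effect and no-enzyme buffer wells for full effect; values of inactives mirror those of a sister screen read the other way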
# The depositor's hits bear a star; x = not tested or not shown.
Structure	mIAP block	Apaf-1 inh	mIAP act	NALP3 yeast inh	tim10-1 inh	hIAP activ	ATG4B inhibitor	TIM10 inh	hIAP inh
COc1cccc(NC(=O)CN(C)C(=O)CCCc2nc3ccccc3c(=O)[nH]2)c1	10	-3	0.91	0	4	0.94	-5	2	6
CCOC(=O)c1ccc2c(c1)n(CC)c(/C=C/N(C)c1ccccc1)[n+]2CC	-2	-11	1	-2	2	1	5	1	-5
O=C(Nc1ccncc1)c1cc(S(=O)(=O)N2CCCC2)ccc1Cl	-5	-1	1	7	12	0.89	9	3	11
CCOc1ccc(N(CC)C(=O)CCS(=O)(=O)c2cccc3nonc23)cc1	11	4	0.89	25	-6	0.93	-4	13	7
CCCCNC(=O)CSc1nc(O)c(Cc2ccc(OC)cc2)c(=O)[nH]1	-4	-24	1	8	6	1	0	-20	-5
CC(=O)CCn1cc([N+](=O)[O-])nc1C	5	-28	0.95	-10	-16	0.85	7	5	15
COc1cc(C(=O)NCc2nnc(SCC(=O)Nc3cc(C)cc(C)c3)o2)cc(OC)c1OC	8	-3	0.92	-17	20	0.92	-4	11	8
CCOC(=O)[C@H]1[C@H]2COc3ccc(C)cc3[C@@H]2N2C(=O)CN(Cc3ccc(C)cc3)C(=O)[C@@]12C	-2	9	1	13	21	0.97	-23	13	3

# A second format for some results above:
# Every second line gives: mIAP block	Apaf-1 inh	mIAP act	NALP3 yeast inh	tim10-1 inh	hIAP activ	ATG4B inhibitor	TIM10 inh	hIAP inh
CCOc1ccc(N(CC)C(=O)CCS(=O)(=O)c2cccc3nonc23)cc1
 : 11	4	0.89	25	-6	0.93	-4	13	7
CCCCNC(=O)CSc1nc(O)c(Cc2ccc(OC)cc2)c(=O)[nH]1
 : -4	-24	1	8	6	1	0	-20	-5

# Going on with the list.
Structure	mIAP block	Apaf-1 inh	mIAP act	NALP3 yeast inh	tim10-1 inh	hIAP activ	ATG4B inhibitor	TIM10 inh	hIAP inh
COc1ccc2oc(-c3ccccc3)c(C(N)=O)c2c1	5	-6	0.95	12	19	0.84	-1	10	16
CCC(=O)Nc1cccc(-c2cc3ccccc3oc2=O)c1	11	10	0.89	21	0	1.1	-12	8	-5
CCOC(=O)c1c(C)[nH]c(C(=O)COC(=O)/C=C/c2cccc(OC)c2OC)c1C	9	2	0.91	9	2	1.2	4	-4	-18
COc1ccccc1OCC(=O)Nc1ccc(S(=O)(=O)NC(C)=O)cc1	-2	3	1	-47	8	0.94	-3	-3	6
CN(C)CCCN(C(=O)c1ccc(S(=O)(=O)N(C)C)cc1)c1nc2ccc(F)cc2s1	13	-17	0.87	-9	14	0.85	-18	12	14
O=C(OCC(=O)N1CCCC1=O)c1cc(S(=O)(=O)N2CCOCC2)ccc1F	-6	5	1.1	19	-23	1.3	-15	-14	-34
COc1cccc(C(=O)Nc2cccc(C(=O)NCC(C)C)c2)c1	4	-4	0.96	5	8	0.94	3	7	6
Cn1ncc(C#N)c1NC(=O)c1nn2cccnc2c1Cl	2	2	0.98	4	13	1.1	-4	-7	-14

# An excerpt from above in order of molecular weight, ascending.
Structure	mIAP block	Apaf-1 inh	mIAP act	NALP3 yeast inh	tim10-1 inh	hIAP activ	ATG4B inhibitor	TIM10 inh	hIAP inh
CC(=O)CCn1cc([N+](=O)[O-])nc1C	5	-28	0.95	-10	-16	0.85	7	5	15
Cn1ncc(C#N)c1NC(=O)c1nn2cccnc2c1Cl	2	2	0.98	4	13	1.1	-4	-7	-14
COc1cccc(C(=O)Nc2cccc(C(=O)NCC(C)C)c2)c1	4	-4	0.96	5	8	0.94	3	7	6
O=C(Nc1ccncc1)c1cc(S(=O)(=O)N2CCCC2)ccc1Cl	-5	-1	1	7	12	0.89	9	3	11
CCCCNC(=O)CSc1nc(O)c(Cc2ccc(OC)cc2)c(=O)[nH]1	-4	-24	1	8	6	1	0	-20	-5
CCOC(=O)c1ccc2c(c1)n(CC)c(/C=C/N(C)c1ccccc1)[n+]2CC	-2	-11	1	-2	2	1	5	1	-5
CCOc1ccc(N(CC)C(=O)CCS(=O)(=O)c2cccc3nonc23)cc1	11	4	0.89	25	-6	0.93	-4	13	7
O=C(OCC(=O)N1CCCC1=O)c1cc(S(=O)(=O)N2CCOCC2)ccc1F	-6	5	1.1	19	-23	1.3	-15	-14	-34
CCOC(=O)c1c(C)[nH]c(C(=O)COC(=O)/C=C/c2cccc(OC)c2OC)c1C	9	2	0.91	9	2	1.2	4	-4	-18
CN(C)CCCN(C(=O)c1ccc(S(=O)(=O)N(C)C)cc1)c1nc2ccc(F)cc2s1	13	-17	0.87	-9	14	0.85	-18	12	14
COc1cc(C(=O)NCc2nnc(SCC(=O)Nc3cc(C)cc(C)c3)o2)cc(OC)c1OC	8	-3	0.92	-17	20	0.92	-4	11	8

# Following part:
Structure	mIAP block	Apaf-1 inh	mIAP act	NALP3 yeast inh	tim10-1 inh	hIAP activ	ATG4B inhibitor	TIM10 inh	hIAP inh
COc1ccc(CN2CCN(c3ccccn3)CC2)cc1OCc1ccccc1	11	-7	0.89	17	13	0.91	1	-1	9
O=C1CNC(=O)N1CC(=O)N1CCCc2ccccc21	-19	11	1.2	-6	14	0.97	-13	-12	3
CC(C)(C)NC(=O)C(c1c[nH]c2ccccc12)N(C(=O)Cn1nnc(-c2ccc(Cl)cc2)n1)c1ccccc1F (centres undefined)	-3	16	1	5	21	0.87	-12	2	13
O=C1OCC=C1NNC(=O)c1cccnc1	-18	2	1.2	-11	-5	1.2	-10	-8	-22
Cc1ccc(S(=O)(=O)n2ccc3cccnc32)cc1	0	6	1	44	8	0.96	-10	1	4
COc1cccc(NC(=O)CN(C)C(=O)c2cccnc2Nc2cccc(C(F)(F)F)c2)c1	12	15	0.88	18	-40	0.84	-17	-38	16
O=C(C1=C(O)C(=O)N(Cc2ccccc2)C1c1ccncc1)c1ccco1 (centres undefined)	-2	15	1	5	0	0.98	-10	11	2
CC(C)(C)NC(=O)COC(=O)c1ccccc1OCC(=O)Nc1ccc(Br)cc1	-2	3	1	24	-13	1.1	33	2	-10
CC1CCC/C(=N\NC(=O)Nc2ccccc2)C1 (centres undefined)	-2	-6	1	6	3	1.1	-2	-2	-12
O=C(NCC1CCCO1)c1cccnc1NCc1ccc(F)cc1 (centres undefined)	-1	-6	1	4	18	1.1	2	3	-5
COc1ccccc1CN1CC(C(=O)N2CCC(OC)CC2)CCC1=O (centres undefined)	1	0	0.99	9	-8	0.93	15	-5	7
COc1cccc(N2C(=NC(=O)c3ccccc3)SC3CS(=O)(=O)CC32)c1 (centres undefined)	3	9	0.97	12	-18	0.91	-6	1	9
CC(=O)N1CCC2(CC1)C/C(=N\NC(=S)Nc1ccccc1F)c1cc(O)ccc1O2	14	-6	0.86	26	13	1	-13	18	0
COc1ccc(CN2CCC(CO)(CCOc3ccccc3)CC2)c(OC)c1C	8	-7	0.92	26	20	0.93	-8	11	7
C#CCOC(=O)Nc1cnccc1C(F)(F)F	-7	-3	1.1	-15	0	0.79	0	-6	21
CCC(=O)OC1(C#CCOc2ccc(OC)cc2)CCN(C)CC1	4	3	0.96	17	8	1.1	-16	-2	-7
C/C(=N\NC(=O)CSCc1ccc([N+](=O)[O-])cc1)c1cccc(Br)c1	7	15	0.93	11	12	0.99	-12	9	1
c1coc(CSCc2cn3cccnc3n2)c1	10	-5	0.9	11	-6	1.1	-6	11	-13
CCSc1nc(O)c(C2OC(=O)c3c2ccc(OC)c3OC)c(=O)n1CC (centres undefined)	4	-8	0.96	2	-9	1.1	3	-6	-7
CCN(c1cccc(C)c1)c1ncnc2nc[nH]c12	-4	13	1	20	11	1.3	10	4	-33
COc1ccc(CN(C(=O)c2cc(=O)c3cc(C)cc(C)c3o2)C2CCS(=O)(=O)C2)cc1 (centres undefined)	-2	4	1	16	4	1	-8	-14	-3
O=C(Nn1c(C2CCC2)nc2ccccc2c1=O)c1cccs1	4	-5	0.96	11	6	0.89	-5	19	11
O=C(O)Cc1c(C(=O)O)nnn1-c1ccc(Cl)cc1Cl	-6	11	1.1	4	22	1.1	10	3	-12
CCS(=O)(=O)N1CCCC(C(=O)NC2CCCCC2C)C1 (centres undefined)	6	-5	0.94	16	-2	1	-7	-3	-4
CCn1cc(C(=O)Nc2ncccc2O)c(=O)c2cc(F)c(N3CCN(C(=O)c4ccco4)CC3)cc21	9	3	0.91	14	22	0.93	-1	-1	7
COc1ccc(CN(CC(=O)NCc2ccccc2)C(=O)CCC(=O)Nc2cc(C)ccn2)cc1	-22	5	1.2	11	3	1.2	-6	-8	-25
COc1ccc(/C(O)=C2/C(=O)C(=O)N(c3ncccn3)C2c2ccc(C(C)(C)C)cc2)cc1 (centres undefined)	7	-5	0.93	-8	6	0.87	x	-2	13
Cc1ccc(N2CCN(C(=O)c3nn(C)c4c3CS(=O)(=O)c3ccccc3-4)CC2)c(C)c1	3	25	0.97	27	18	1.1	10	13	-7
CCc1ccc(CNn2cnnc2SCC(=O)NC(C)(C)C)cc1	-4	2	1	-3	6	1	-1	-3	-3
O=C(CSc1nn(-c2ccc(F)cc2)c(=S)s1)NC(=O)NCc1ccco1	10	10	0.9	9	16	0.89	-2	2	11
CCC(=O)Nc1ccc(S(=O)(=O)Nc2cc(C)on2)cc1	5	-14	0.95	-4	13	1.1	4	7	-12
O=C(CN1CCN(C(=O)c2c(F)cccc2F)CC1)Nc1ccccc1F	4	-11	0.96	14	-3	1.1	-3	-7	-15
CCOc1ccccc1NC(=O)N1CCCC1C(=O)Nc1nnc(CC)s1 (centres undefined)	6	-3	0.94	11	18	1	-8	17	-5
COCCCNC(=O)c1c[nH]c2ccc(S(=O)(=O)N3CCC4(CC3)OCCO4)cc2c1=O	10	-2	0.9	3	12	1	-3	-5	-1
COc1ccc(OC)c(NC(=O)CSc2nnc(CNC(=O)c3ccccc3F)o2)c1	-2	-4	1	-6	18	1.2	-1	1	-23
O=C(O)CCC(=O)Nc1ccc(SSc2ccc(NC(=O)CCC(=O)O)cc2)cc1	3	-8	0.97	9	0	0.98	0	3	2
CCOC(=O)C1(CC2CC2)CCN(Cc2cnc(-c3ccc(OC)cc3)nc2)CC1	-2	28	1	16	17	1.1	0	9	-10
Cc1ccc(C2=NC3(CCCCCC3)NC2=S)cc1	4	-4	0.96	15	10	0.87	11	10	13
COc1ccc(OC)c(NS(=O)(=O)c2c(C)nc3sccn3c2=O)c1	1	2	0.99	14	14	1.3	-8	13	-30
COc1ccc(-c2coc3c(C)c4oc(=O)c(CCC(=O)O)c(C)c4cc23)cc1	13	17	0.87	-6	-1	0.8	21	18	20
O=C(CCc1nnc2n(Cc3ccccc3)c(=O)c3ccccc3n12)NCCN1CCOCC1	9	8	0.91	16	-16	0.9	1	4	10
Cc1cc(C)nc(NC(=O)c2ccc(COc3ccccc3Cl)cc2)c1	10	12	0.9	7	18	1	0	15	0
Cc1ccc(NC(=O)CCC(=O)N/N=C/c2ccc(O)cc2)cc1	2	10	0.98	3	13	1.1	-4	-7	-7
C/C(=N\Nc1nc2ccccc2[nH]1)c1ccc2c(c1)OCO2	-17	20	1.2	27	-48	1.5	-12	-1	-51
CC1C(=O)N2CCCc3cc(NC(=O)C4CC4)cc1c32 (centres undefined)	11	-3	0.89	5	-1	0.99	-5	1	1
N#CC(c1ccccc1)c1cnccn1 (centres undefined)	2	-4	0.98	13	-9	0.86	-3	-10	14
